12-LOX inh = blocks human arachidonate 12S-lipoxygenase; purified 12hLO, xylenol orange hydroperoxide absorbance; Potency, µM (titrated, usually from 108 µM), for the others: at the top dose activity change, negative = inhibition, most hits filed as inhibitors; AID 1671190; P18054; 580,000 compounds, 1.1% hits; active means well fitted inhibition curve with a large enough effect; inconclusive means small, poorly fitted or top-dose-only effect, or another doubt; inactive means no such curve, though single readings can be large or run the other way
Target sequence (P18054 whole entry, looked up): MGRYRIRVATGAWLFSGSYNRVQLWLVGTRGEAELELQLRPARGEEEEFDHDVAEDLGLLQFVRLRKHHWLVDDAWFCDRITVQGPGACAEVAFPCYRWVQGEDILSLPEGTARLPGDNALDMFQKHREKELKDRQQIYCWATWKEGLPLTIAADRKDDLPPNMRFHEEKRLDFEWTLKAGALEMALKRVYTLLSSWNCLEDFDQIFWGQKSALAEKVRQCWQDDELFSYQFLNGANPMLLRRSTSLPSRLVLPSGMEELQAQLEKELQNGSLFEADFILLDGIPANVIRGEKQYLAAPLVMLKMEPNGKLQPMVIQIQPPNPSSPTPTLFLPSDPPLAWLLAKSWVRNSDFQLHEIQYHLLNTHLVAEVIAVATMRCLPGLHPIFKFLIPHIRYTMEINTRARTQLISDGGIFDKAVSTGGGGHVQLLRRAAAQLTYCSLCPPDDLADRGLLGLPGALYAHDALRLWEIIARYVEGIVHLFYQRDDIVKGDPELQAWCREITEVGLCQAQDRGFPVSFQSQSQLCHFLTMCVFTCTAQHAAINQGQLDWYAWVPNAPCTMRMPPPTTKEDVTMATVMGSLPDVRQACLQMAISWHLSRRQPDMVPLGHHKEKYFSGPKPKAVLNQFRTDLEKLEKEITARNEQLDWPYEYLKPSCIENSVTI
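Purified human 12hLO (150 nM final) in 25 mM Hepes, 0.01% Triton X-100, pH 7.0 was preincubated 15 min at room temperature with compound. Then 40 uM arachidonic acid was added, 30 min. Hydroperoxide was read by Fe-XO absorbance ratio 573/405 nm.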
An asterisk follows results filed as active; u = inconclusive; [ ] = dose if it differs, or a comment. On the % scale 0 is the no-effect control and ±100 the full control effect; potency means the concentration at half of the fitted maximal effect. The list is partial; the hit share may differ from the screen's.

SMILES | 12-LOX inh
COc1ccccc1CN1CCC2(CC1)OC(=O)N(Cc1ccc(NC(C)=O)cc1)C2(C)c1ccccc1 (stereo unspecified) | -1.6%
CN1C[C@H](NC2CCOCC2)CCC[C@@H](C(=O)NC2CC2)CC1=O | 44.1%[activator][176 µM]
COc1cccc(N2CC(C(=O)NCc3cccc(F)c3)NC2=O)c1 (stereo unspecified) | -3.2%[176 µM]
COc1ccc(-c2noc([C@@H]3C[C@H](NC(=O)c4ccc(C#N)cc4)CN3C)n2)cc1 | -0.4%[176 µM]
CC1=C[C@@H](CNS(C)(=O)=O)[C@H](C(C)C)C[C@H]1CC(=O)NC1CCCC1 | 9.1%[176 µM]
O=C(CC1CCCC1)N1CCC(Nc2cccnc2)C1 (stereo unspecified) | 59.3%[activator]
COc1ccc(C(=O)N[C@@H]2CN(C(=O)Nc3ccc(F)cc3)CCC[C@H]2O)cc1 | -37.5%[176 µM]
CO[C@H]1C(=O)N(C(C)C)[C@H]1C1CCN(C(=O)c2ccsc2)CC1 | -6.2%
C[S+](=O)([O-])N1CC2(CCN(Cc3ccc(Cl)cc3)C2)Cc2ccccc21 (stereo unspecified) | 44.7µM*
COc1ccc(Cl)cc1-c1ccc2c(c1)C(=O)N1CCN(C(=O)CC3(CC(=O)O)CCCC3)C[C@H]1C(=O)N2 | 63.6%[activator]
O=C(Nc1ccc2[nH]ccc2c1)c1ccc(-c2ncc3cnc(C4=CCOCC4)cn23)cc1 | 40.4%[activator][176 µM]
O=C1c2c(nc(CNCc3ccc4c(c3)OCO4)n2Cc2ccccc2)NCCN1CCOc1ccccc1 | 69.2%[activator]
COc1ncccc1-c1cc2c(nc1-c1ccccc1)nc(C(=O)NCCN(C)C)n2C | -14.3%[176 µM]
COc1cc(-c2cc3c(nc2OC)nc(CC2CC2)n3C)ccn1 | -22.3%[176 µM]
CCC(=O)Nc1ccc(C2(C(=O)NCc3ccc(Br)cc3)CCC2)cc1 | 25.1%
Cc1cc(CN(C)C(=O)c2cc(COc3ccc4c(c3)OCO4)[nH]n2)on1 | 36.5%[activator]
COc1ccc(Cn2c(C3CCN(C(=O)Cc4ccsc4)CC3)n[nH]c2=O)cc1 | 14.2%
Cc1ccc([S+](=O)([O-])N2CCn3c(nn(-c4ccc(C(F)(F)F)cc4)c3=O)C2)cc1 | 41.3%[activator]
Cc1cc(=O)[nH]c(NCCNC(=O)C2CCC(=O)N(C3CCCCCC3)C2)n1 (stereo unspecified) | 29.6%
CC1CCN(c2ccc(CNC(=O)c3ccc4c(c3)C(O)CCCCCN4C)cc2)CC1 (stereo unspecified) | u
CCN1c2cc(C(=O)NCc3ccc(C)c(C)c3)ccc2C(=O)N2CCCCC21 (stereo unspecified) | -10.3%
Cc1ccc(-c2ncc(C(=O)Nc3ccccc3F)c(-c3ccncc3)n2)cc1 | u
CN(c1ccccc1)c1ccc2c(n1)CN(Cc1ccc(F)cc1)C(=O)CO2 | 4.8%[176 µM]
O=C(c1nnc(CNCCN2CCCC2)n1-c1ccccc1)N1CCC[C@@H]1C(c1ccccc1)c1ccccc1 | 26.9%
COc1ccc(CN(C2CCCC2)S(=O)(=O)c2cc(Br)ccc2Br)c(OC)c1 | -1.7%
CSc1ncccc1C(=O)N1CCc2nc[nH]c2C1 | -4.3%
O=C(CN1CCCc2nc(C3CC3)ncc2C1=O)NC1CC1 | 22.9%
O=C([C@H]1CCC[C@H](O)C1)N1CCN(c2ccnc3nncn23)CC1 | 30.1%[activator]
CCNC(=O)N(C)[C@H]1C[C@H]2c3[nH]c4cccc(-c5ccc6c(c5)OCO6)c4c3CCN2C[C@H]1[C@H](C)O | u
CCN1CCC(N2CCC(Oc3ccccc3-c3nc(-c4ccncc4)no3)C2)CC1 (stereo unspecified) | 52.4%[activator]

Structures above with sulfur, in the order listed:
SMILES | 12-LOX inh
CC1=C[C@@H](CNS(C)(=O)=O)[C@H](C(C)C)C[C@H]1CC(=O)NC1CCCC1 | 9.1%[176 µM]
CO[C@H]1C(=O)N(C(C)C)[C@H]1C1CCN(C(=O)c2ccsc2)CC1 | -6.2%
C[S+](=O)([O-])N1CC2(CCN(Cc3ccc(Cl)cc3)C2)Cc2ccccc21 (stereo unspecified) | 44.7µM*
COc1ccc(Cn2c(C3CCN(C(=O)Cc4ccsc4)CC3)n[nH]c2=O)cc1 | 14.2%
Cc1ccc([S+](=O)([O-])N2CCn3c(nn(-c4ccc(C(F)(F)F)cc4)c3=O)C2)cc1 | 41.3%[activator]
COc1ccc(CN(C2CCCC2)S(=O)(=O)c2cc(Br)ccc2Br)c(OC)c1 | -1.7%
CSc1ncccc1C(=O)N1CCc2nc[nH]c2C1 | -4.3%

Of the compounds above, these have a Cl atom.
SMILES | 12-LOX inh
C[S+](=O)([O-])N1CC2(CCN(Cc3ccc(Cl)cc3)C2)Cc2ccccc21 (stereo unspecified) | 44.7µM*
COc1ccc(Cl)cc1-c1ccc2c(c1)C(=O)N1CCN(C(=O)CC3(CC(=O)O)CCCC3)C[C@H]1C(=O)N2 | 63.6%[activator]

(list continues)
SMILES | 12-LOX inh
COc1ccc(C(=O)N2CCc3ccc(C(=O)Nc4ccc(OC)cc4C)cc32)cc1 | 13.8%
O=C(Cc1ccccc1)N1CCCC(c2nn(-c3ccc(Cl)cc3)c(=O)[nH]2)C1 (stereo unspecified) | 31.6µM*
COc1ccc(CN2CC3(C2)C(=O)N(Cc2ccc(C)o2)C(=O)[C@@H]2C[C@@H](O)CN23)cc1 | 63.4%[activator][176 µM]
O=C(C1CC1)N1CCC(N2C(=O)C(OCC3CC3)C23CCOCC3)CC1 (stereo unspecified) | u
CCOC(=O)/C=C/[C@@H](CCCCOCc1ccccc1)NC(=O)C(F)(F)F | 1.5%
COCC(=O)N1[C@H](CO)[C@@H]2c3ccccc3N(C(=O)c3ccccc3F)C[C@@H]21 | -5.4%
CCC(=O)Nc1ccc2nnc(-c3ccc(C(=O)Nc4ccc5c(c4)OCCO5)cc3)n2c1 | 18.8%
O=C(CCCOc1ccccc1)N1CCCC2(CCC(=O)N(CC3CC3)C2)C1 (stereo unspecified) | 22.6%
COc1ccc([C@H]2C[C@@H](O)[C@@H](O)[C@@H]2NC(=O)Nc2ccc(C(F)(F)F)cc2)cc1 | u
CC(C)C(=O)N1CCC(Cc2noc(-c3ccncc3)n2)C1 (stereo unspecified) | 18.5%
COCCNC(=S)N[C@H]1C[C@H]2C(=O)NC[C@@H](CCC(=O)NCc3ccccc3)N2C1 | u
C[S+](=O)([O-])N1CC2(CCCN2CC2CCCCC2)Cc2ccccc21 (stereo unspecified) | 3.5%[6.33 µM]
Cc1ccc(C(=O)N2CCCCCCN(C)C(=O)[C@@H]3CCC[C@@H]32)s1 | 31.8%
CCCCCCCCC=O | -6.8%[176 µM]
O=C1NCCC[C@@H]1NC(=O)[C@H]1CN(C(=O)CS(=O)(=O)c2ccccc2)CCN1C(=O)C1CCCCC1 | 56.6%

In a second layout: 4 of the compounds above
O=C(Cc1ccccc1)N1CCCC(c2nn(-c3ccc(Cl)cc3)c(=O)[nH]2)C1 (stereo unspecified)
  12-LOX inh: 31.6µM*
COc1ccc(CN2CC3(C2)C(=O)N(Cc2ccc(C)o2)C(=O)[C@@H]2C[C@@H](O)CN23)cc1
  12-LOX inh: 63.4%[activator][176 µM]
O=C(C1CC1)N1CCC(N2C(=O)C(OCC3CC3)C23CCOCC3)CC1 (stereo unspecified)
  12-LOX inh: u
CCOC(=O)/C=C/[C@@H](CCCCOCc1ccccc1)NC(=O)C(F)(F)F
  12-LOX inh: 1.5%

(list continues)
SMILES | 12-LOX inh
Cc1ccncc1-c1c(C)nn2c1N(C(=O)Cc1ccc(Cl)cc1)CCC2 | -6.7%[176 µM]
CCCc1noc(-c2ccn3c(CNC(=O)c4c(F)cccc4F)nnc3c2)n1 | 64.8%[activator]
Cc1ccccc1-c1nccc2c(=O)cc(C3=CCOCC3)oc12 | -4.4%[176 µM]
Clc1ccc(-c2cnc([C@@H]3COCCN3Cc3ccccc3)[nH]2)cc1 | -22.6%[176 µM]
CC(C)c1[nH]nc2c1C(c1ccc(F)cc1)N(Cc1ccccc1)C2=O (stereo unspecified) | u
CN1CCN(C(=O)c2nn(C)c3c2CCCC3)CC12CCNC(=O)CC2 (stereo unspecified) | 12.9%
CCn1cnnc1CC1CCN(C(=O)c2ccc(OC)cc2)C1 (stereo unspecified) | -3.9%
COc1ccc2[nH]c3c(c2c1)CCN(C)C31CCN(C(=O)c2ccnn2C)CC1 | 36.1%[activator]
Cc1cc(F)ccc1NC(=O)C1CN(S(=O)(=O)C2CC2)CC12CCCCC2 (stereo unspecified) | 11.2%
CCOCc1nc(C2CCCNC2)no1 (stereo unspecified) | 23.5%
O=C(Cc1cccc(F)c1)N1CCC2(CC1)NC(=O)N(Cc1ccccc1Cl)C2=O | -5.3%
C[C@H](CO)N1C[C@H](C)[C@@H](CN(C)S(=O)(=O)c2ccc(F)cc2)Oc2cc(Br)ccc2S1(=O)=O | -73.9%
Cc1c(C(=O)N(C)Cc2cc(-c3ccccc3)no2)oc2c(F)cccc12 | 7.2%
N#Cc1cccnc1N1CCCC(CO)(CCCc2ccccc2)C1 (stereo unspecified) | 2.6%
O=C(c1cccc(Br)c1)N1CCN(C2CCN(Cc3ccccn3)C2=O)CC1 (stereo unspecified) | 77.4%[activator]
CC(C)(C)OC(=O)N1CC(Nc2ccc(O)cc2)C1 | u
CS(=O)(=O)NC[C@H]1Cn2c(-c3ccccc3)cnc2CO1 | 1.6%[176 µM]
Cn1ccnc1CNC(=O)C[C@@H]1C[C@H]2O[C@H](CNC3CCNCC3)[C@@H](O)[C@H]2O1 | 9.1%
CCc1cc(=O)n(CC(=O)NCCc2ccc(Cl)cc2)c(N2CCOCC2)n1 | 3.6%
O=C(NCc1cc2n(n1)CCNC2)C1CCCN(c2ccccn2)C1 (stereo unspecified) | u
COc1ccc(N2CCN(C(=O)CN3CC4CC(C3)[C@H]3CCCC(=O)N3C4)CC2)cc1 (stereo partly specified) | 44.4%[activator]
C[S+](=O)([O-])N1Cc2ccccc2OC2(CCN(C(=O)c3cccc4[nH]ccc34)CC2)C1 | 11.5%[6.33 µM]
CC(C)c1ccc(OCCCN2CCC(C(O)(c3ccccc3)c3ccccc3)CC2)cc1 | u
Cc1cccc(CC(=O)N2CCC(c3n[nH]c(=O)n3-c3ccccc3)CC2)c1 | u
Cc1cc(CNC(=O)C2CCCN(C3CCN(CCc4ccccc4)CC3)C2)on1 (stereo unspecified) | 3.5%
O=c1n(Cc2ccccc2Cl)nc2n1CCCCC2 | 17.1%
Cc1ccc(C2=NC3(CCN(C(=O)c4ccc[nH]4)CC3)ON2)cc1 | 4.3%
COc1ccc(-c2nc(-c3ccccc3)nc3c2CN(C(=O)Cc2ccccn2)CC3)cc1 | -5.5%
CCCCN1CC(=O)N2[C@H](C[C@@]3(C)c4ccccc4N(S(=O)(=O)c4ccccc4)[C@@H]23)C1=O | 22.9%
COc1ccc(CCc2nc3nccc(-c4ccccn4)n3n2)cc1OC | 12.7%
COc1cccc(C(=O)N2CCCCCC2c2nc(C)no2)c1 (stereo unspecified) | 19.2%
COc1ccc(-c2cc(CC3(NCc4ccc(C)o4)COC3)no2)cc1 | u
O=C(Nc1ccc(F)cc1F)N1CCOc2ccc(CN3CCc4ccccc4C3)cc2C1 | 80.8%[activator]
CCN(CC)CCNC(=O)c1c(OCCOC)cc(=O)n2c1CCOCC2 | 35.2%[activator]
O=C(O)[C@]12CCCN[C@@H]1CCN(Cc1cnc(-c3ccccn3)nc1)C2 | 45.6%[activator]
COc1cccc2c1CCN=C2C[C@H]1CN(C(=O)C(C)(C)C)CC[C@H]1CC(=O)O | 5.2%[176 µM]
Fc1ccc(-c2cnc([C@@H]3COCCN3CC3CC3)[nH]2)cc1 | 19.7%[176 µM]
O=C(O)C1(Oc2ccccc2F)CCN(Cc2ccc(CO)o2)CC1 | 33.5%
OC1(CN2CCN(c3nccs3)CC2)CNCCOC1 (stereo unspecified) | 10µM*
CC(C)c1noc(C2Cc3ccccc3N2C(=O)CCn2cnnn2)n1 (stereo unspecified) | 22.4%
COCCOC1CCOC2(CCN(C(=O)CCc3nc4ccccc4s3)CC2)C1 (stereo unspecified) | 34.5%
O=C(NC[C@H]1OC[C@@H](NC2CCC2)[C@@H]1O)c1ccccc1 | 17.0%[176 µM]
COc1cccc(NC(=O)C2CCCN(Cc3cccnc3)CCC(=O)NCC2)c1 (stereo unspecified) | 37.7%
CNC(=O)Nc1ccc(C)n(CC(=O)NCc2cccc(OC)c2)c1=O | 25.4%
CC(C)c1ccc(NC(=O)CN2C(=O)NC(c3ccccc3Cl)C3=C2COC3=O)cc1 (stereo unspecified) | -25.0%
Cc1cc2c(c(=O)o1)[C@@]1(C(=O)N(C)c3cc(Br)ccc31)C1=C(CCCC1=O)O2 | -5.7%
Oc1ccccc1CN1C[C@H](O)C[C@H]1c1nc(-c2ccncc2)no1 | 3.0%[176 µM]
Cc1cn2nc(C(=O)NCc3ccc(C(C)C)cc3)cc2c(N2CCCC2)n1 | 26.5%
CCC(C)Nc1ncnc2c1CN(C1CCCNCC1)C(=O)CN2C (stereo unspecified) | u
O=C(c1ccc(Cl)cc1)N(CC1CCOC1)C1CC1 (stereo unspecified) | 65.6%[activator]
COc1cccc(CC(=O)N2CCC(c3n[nH]c(=O)n3-c3ccc(C)cc3)CC2)c1 | u
CS(=O)(=O)N1C[C@H]2CCN(Cc3ccc(Cl)cc3F)C[C@H]21 | 43.5%[activator]
N#Cc1cccc(CN2CC[C@@H]3OCC(=O)N(Cc4c[nH]c5ccccc45)[C@H]3CC2)c1 | u
COc1cccc(C(=O)N2CC3(Cc4ccccc4N([S+](C)(=O)[O-])C3)C2)c1 | 9.0%
O=C(c1ccsc1)N1CC2CC(C1)[C@H]1CCCC(=O)N1C2 (stereo partly specified) | -3.1%
CN(C)c1ccc(-c2nnnn2[C@H]2CO[C@H]3[C@@H]2OC[C@H]3O)cc1 | 20.4%[176 µM]

Screening data: PubChem BioAssay, National Center for Advancing Translational Sciences (NCATS)
